Screening results as filed in PubChem BioAssay.
H9c2 TAG inh: inhibitors of triacylglycerol accumulation, primary screen, cell-based, uHTS, fluorescence, H9c2; inhibition, % at 12.5 µM; AID 651582, 2012; H9c2 cells, Nile Red lipid (TAG) fluorescence; cells loaded with 200 µM oleic acid; hit rate 0.66% among 230,000;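 active = pattern-corrected inhibition of lipid staining of at least 50% with the nuclear-stain viability signal not falling by more than 50%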;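 note: 0% = DMSO wells and 100% = triacsin C control wells; some results filed as inactive read as strong as hits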
H9c2 TAG inh DAPI viability: also measured in H9c2 TAG inh; calls as there; DAPI nuclei signal change (viability), lower = more cytotoxic, %;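 whole-well DAPI fluorescence read on a plate reader as a viability signal; minus 50 percent equals half of cells still viable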
* marks the source's active call; other numbers are inactive results; & = joins results of further samples.

The line under a structure holds: H9c2 TAG inh	H9c2 TAG inh DAPI viability
> COc1ccc(CNc2nc(NCc3ccc(OC)cc3)c3[nH]cnc3n2)cc1
→ -18	4
> CCCC(=O)N1CCc2[nH]c3ccccc3c2C1
→ -24	-7
> CC(/C=C1\SC(=S)N(NC(=O)c2ccc(C)cc2)C1=O)=C\c1ccccc1
→ 0	-5
> Cc1cc(OC(=O)c2ccccc2Cl)cc(=O)n1C
→ -8	10
> CCCN(CCC)CCCNC(=O)C1c2cc(OC)c(OC)cc2C(=O)N(C)C1c1cccs1 (configuration not stated)
→ 8	-33
> Cc1ccc(O)c(C(=O)CC(=O)c2ccc(C(C)(C)C)cc2)c1
→ -4	2
> CCn1c(SCC(=O)Nc2nccs2)nnc1C1CC1
→ 4	3
> Cc1n[nH]c(C)c1CCNC(=O)C1CCC(=O)N(Cc2ccccc2F)C1 (configuration not stated)
→ 16	6
> C=CCn1c(-c2sc(-c3ccccc3)nc2C)n[nH]c1=S
→ 7	0
> Cc1cc(C(C)(C)C)ccc1Oc1cccc2c1S(=O)(=O)N(C1CCCC1)CC(COCc1ccccc1)O2 (configuration not stated)
→ -10	12
> COc1ccc(C2C=C(c3ccc(C)c(C)c3)Nc3ncnn32)c(OC)c1OC (configuration not stated)
→ 6	-5
> COc1ccc(S(=O)(=O)N(CC(=O)N2CCN(c3ccccc3)CC2)c2ccccc2)cc1
→ -5	14
> O=C(NCc1ccccn1)c1ccc(NS(=O)(=O)c2cccc([N+](=O)[O-])c2)cc1
→ -5	-1
> Cc1cccc(N2CCN(C(=O)c3ccccc3OCc3c(C)noc3C)CC2)c1C
→ 4	2
> Cc1ccc(C(=O)NC(=S)NCc2ccco2)cc1
→ -6	4
> Cc1ccc(C2CC(=O)C=C(NCc3ccccc3)C2)cc1 (configuration not stated)
→ 5	-1
> CC(Oc1cccc(Cl)c1)C(=O)Nc1ccccc1N1CCCCC1 (configuration not stated)
→ -8	1
> Cc1c[nH]c(=O)c([N+](=O)[O-])c1
→ 1	0
> CN(C)Cc1c[nH]c2nccnc12
→ 2	-4
> O=C(NCC1CCN(Cc2ccccc2Cl)CC1)Nc1cccc(Cl)c1
→ -8	7
> C[C@@H]1CCCCO[C@@H](CN(C)S(=O)(=O)c2ccccc2)[C@@H](C)CN([C@H](C)CO)C(=O)c2cc(N(C)C)ccc2O1
→ 4	-3
> O=C(O)Cc1ccc(C(=O)c2ccccc2F)s1
→ -14	14
> O=CN1CCN(C(=S)NC(=O)c2ccc(Cl)cc2)CC1
→ -5	-5
> CCOc1ccc(S(=O)(=O)N(CC)CC)cc1NC(=O)c1ccc(N2CCCC2=O)cc1
→ 8	-2
> COC(=O)c1ccc(C2C(C(=O)c3cc4ccccc4o3)=C(O)C(=O)N2CCCN(C)C)cc1 (configuration not stated)
→ 15	-9
> CCCCC(=O)NC(c1ccccc1)c1ccc2cccnc2c1O (configuration not stated)
→ 83	-60
> CCOC(=O)c1csc(NC(C)=O)n1
→ -18	-4
> CC[C@@H](C)[C@@H]1CN([C@@H](C)CN2CCC[C@H]2CN2C(N)=NC[C@H]2CC(C)C)C(=N)N1CCc1ccc(Cl)c(Cl)c1
→ -6	31
> N#Cc1ccccc1S(=O)(=O)N1CCN(Cc2c(O)ccc3ccccc23)CC1
→ -18	2
> COc1ccc2[nH]c3c(Cl)ncnc3c2c1
→ -3	9
> COc1ccc(/C=N/Nc2cc(C)nc(N3CCOCC3)n2)c(OC)c1
→ -8	6
> COc1ccc2oc(C(=O)OC(C)C(=O)N3C(C)CCCC3C)c(C)c2c1 (configuration not stated)
→ 7	3
> Cc1ccc(SCC(=O)NNC(=O)CNC(=O)c2ccc(Br)cc2)cc1
→ 7	-6
> O=[N+]([O-])c1cccc(-c2nc(-c3cccs3)c(-c3cccs3)[nH]2)c1
→ 25	-6
> Cc1cccn2c(CNC3CCCc4ccccc43)c(C(=O)N3CCCCC3)nc12 (configuration not stated)
→ -16	19
> NC(Cc1ccc(F)cc1)c1csc(NC(=O)NC(c2ccccc2)c2ccccc2)n1 (configuration not stated)
→ 129	-57
> COc1ccc(NC(=O)CSCC(=O)Nc2ccc(S(=O)(=O)N3CCOCC3)cc2)cc1
→ 2	2
> S=C(Nc1ccccc1)Nc1ccc(Cl)cn1
→ -8	0
> Cc1nc2ccc(NC(=O)NCCCO)cc2s1
→ -34	8
> CCCN(C(=O)c1cc(C)ccc1C)c1c(N)n(Cc2ccccc2)c(=O)[nH]c1=O
→ -9	1
> COc1cc(NC(=O)CN2C(=O)c3ccccc3S2(=O)=O)c(OC)cc1Cl
→ 4	-5
> O=[N+]([O-])c1ccc(/C=N\NS(=O)(=O)c2ccc(F)cc2)o1
→ -5	-6
> Cc1sc2nc(CN3CCOCC3)nc(N3CCC(C(N)=O)CC3)c2c1C
→ 0	-11
> CCCC(C)NC(=O)CSc1nnc2ccccn12 (configuration not stated)
→ -2	-8
> CCOC(=O)c1ccc(-c2ccc(/C=N/NC(=O)CN(c3ccccc3Br)S(C)(=O)=O)o2)cc1
→ -6	100
> COc1ccc(C(=O)Nn2c(CC(C)C)nc3cc(Cl)ccc3c2=O)c(OC)c1
→ -37	-6
> COc1cccc(C(=O)Nc2ccc(NC(=O)c3ccco3)cn2)c1
→ -2	7
> O=C1C2C3C=CC(C3)C2C(=O)N1c1nc2ccccc2s1 (configuration not stated)
→ 6	3
> O=C(CSc1ncnc2ccccc12)N1CCNC1=O
→ -16	5
> CC1CCc2sc(C(=O)NCCCn3ccnc3)cc2C1 (configuration not stated)
→ -18	0
> CSCCC(NS(=O)(=O)c1ccc(C)cc1)C(=O)NC1CCCCCC1 (configuration not stated)
→ -2	1
> COC(=O)C1C(=O)OC(C)(C)C1C(C)C(=O)c1ccc(C)cc1C (configuration not stated)
→ -27	-6
> O=C1c2ccccc2S(=O)(=O)N1CC(O)Cn1ccc2ccccc21 (configuration not stated)
→ -5	19
> O=C(C1=C[C@H](c2ccc(C(F)(F)F)cc2)C[C@H](OCc2ccc(CO)cc2)O1)N1CCN(Cc2ccccc2)CC1
→ -1	-8
> COc1ccc2c(c1OC)C[N+]1([O-])CCc3cc4c(cc3C1C2)OCO4 (configuration not stated)
→ 5	-4
> Cc1nc2sc(C(c3ccccc3)N3CCN(CCO)CC3)c(O)n2n1 (configuration not stated)
→ 4	-4
> CSc1ccc(CN2CCC2(C)C(=O)NC2CCN(Cc3ccccc3)CC2)cc1 (configuration not stated)
→ 1	16
> COc1ccccc1-c1noc(CSc2nc(N)cc(=O)[nH]2)n1
→ 7	-10
> Cc1ccc(S(=O)(=O)NC(C)(C)CN2CCc3ccccc3C2)cc1
→ -6	-5
> COc1ccc(Br)cc1C1CC(=O)N2CN(C)CSC2=C1C#N (configuration not stated)
→ 0	1

The list continues:
The line under a structure holds: H9c2 TAG inh	H9c2 TAG inh DAPI viability
> CCN1C(=O)[C@H]2[C@@H](c3ccc(-c4ccc(F)cc4)c(OC)c3)N[C@@](Cc3ccccc3)(C(=O)OC)[C@H]2C1=O
→ 4	1
> CCOC(=O)Cc1csc(NC(=O)COc2cc(C)cc(C)c2)n1
→ -4	3
> CCOC(=O)Nc1nc(C)c(C(=O)N(C)C)s1
→ 13	-9
> O=C(NC1CCCCC1)c1nn2c(C(F)(F)F)cc(-c3ccco3)nc2c1Br
→ -4	1
> CNC(=O)NC(=O)Cn1nc2n(c1=O)-c1ccccc1SC2
→ -2	-1
> Cc1cc(NC(=O)COc2ccc(Cl)cc2Cl)n(-c2ccccc2)n1
→ -18	-1
> CCOCCCn1c(=NC(=O)c2cccs2)c(C#N)cc2c(=O)n3cccc(C)c3nc21
→ 11	14
> Cc1cnc(NC(=O)COc2cccc3c2OC(C)(C)C3)s1
→ 5	4
> Cc1nn(CCCC(=O)Nc2nccs2)c(C)c1[N+](=O)[O-]
→ -2	-2
> Cc1c(OCc2ccc(C(=O)O)cc2)ccc2c(-c3ccccc3)cc(=O)oc12
→ 7	-5
> CC(C)NC(=O)c1ccc(Sc2ccccc2)c([N+](=O)[O-])c1
→ 2	5
> CC[C@H](C)C(C(=O)N1CCN(C(=O)OC(C)(C)C)CC1)n1cc(C(CO)NC(=O)OC(C)(C)C)nn1 (some centres not stated)
→ -15	2
> CC[C@@]1(C(=O)OC)N[C@H](CN(C)S(=O)(=O)c2ccc(C(C)(C)C)cc2)[C@@H]2C(=O)N(Cc3ccccc3)C(=O)[C@@H]21
→ 37	-20
> CC(CCN1CCN=C1N(C)C)c1ccccc1 (configuration not stated)
→ 6	5
> COc1ccc(OC)c(C(c2nnnn2CC2CCCO2)N2CCN(C)CC2)c1 (configuration not stated)
→ 9	-7
> Cc1ccccc1OCc1nnc(SC(C)C(=O)O)n1-c1ccccc1 (configuration not stated)
→ -22	-6
> Cc1ccc(NC(=O)CNC(=O)c2cccs2)nc1
→ -10	0
> COc1ccccc1CNC(=O)C(=O)NCC1OCCN1S(=O)(=O)c1ccc2c(c1)OCCO2 (configuration not stated)
→ -6	5
> CCN1CCN(Cc2ccc(NC(=O)c3ccc(C)c(NC(=O)c4ccno4)c3)cc2C(F)(F)F)CC1
→ -1&7	20&-7
> COc1cccc2c1C(=O)c1c(O)c3c(c(O)c1C2=O)CC(O)(C(C)=NNC(=O)c1ccc(Cl)c(Cl)c1)CC3OC1CC(N)C(O)C(C)O1 (configuration not stated)
→ 20	-96
> O=C(c1ccc(N2CCCC2=O)cc1)N1CCOCC1
→ 3	-4
> Cc1ccc(C(=O)N(Cc2nc3ccccc3c(=O)[nH]2)C2CCCC2)cc1
→ 1	-5
> CC(=O)Nc1ccc(OCc2cn(CC(=O)c3ccc(O)cc3)nn2)cc1
→ 1	10
> CCN(CC(=O)NCc1ccc(Cl)cc1)C(=O)CSc1ccc(Br)cc1
→ -35	-12
> COc1ccc(CNC(=O)CN(c2ccccc2)S(=O)(=O)N(C)C)cc1
→ -6	2
> Cc1cc(C(=O)COC(=O)CN(C)S(=O)(=O)c2ccc(Cl)cc2)c(C)n1Cc1cccs1
→ 4	-1
> COCCNc1nc(NCc2ccc(NC(C)=O)cc2)c2sccc2n1
→ -3	4
> COc1ccccc1NC(=O)CN1CCC(C(=O)c2ccc(F)cc2)CC1
→ 6	5
> O=C(CCC(=O)N1CCOCC1)c1ccc(F)cc1
→ 1	-1
> O=C(NCCCCc1ccccc1)C1CC(c2ccccc2[N+](=O)[O-])=NO1 (configuration not stated)
→ -35	-1

Compound profiles, as listed above. Order of screens: H9c2 TAG inh, H9c2 TAG inh DAPI viability
`COc1ccc(/C=N/Nc2cc(C)nc(N3CCOCC3)n2)c(OC)c1` as listed: -8, 6
`O=C(NC1CCCCC1)c1nn2c(C(F)(F)F)cc(-c3ccco3)nc2c1Br` as listed: -4, 1
`CCOc1ccc(S(=O)(=O)N(CC)CC)cc1NC(=O)c1ccc(N2CCCC2=O)cc1` as listed: 8, -2

(next part)
canonical_smiles | H9c2 TAG inh | H9c2 TAG inh DAPI viability
CC(NC(=O)c1ccncc1)c1ccccc1 (configuration not stated) | 8 | 2
O=C(O)c1[nH]c2ccccc2c1CC(=O)N1CCN(c2ccccc2)CC1 | -5 | -1
CCOCCCNCC(=O)Nc1ccc(S(=O)(=O)NC(C)CC)cc1 (configuration not stated) | 6 | 3
CN(CC(=O)Nc1ccc(F)c(F)c1F)C(=O)C1CC(=O)N(c2ccc3c(c2)OCCO3)C1 (configuration not stated) | -25 | -7
O=c1c2ccccc2ncn1Cc1ccc(Cl)c(Cl)c1 | -4 | 0
CSc1nnc([C@H](Cc2c[nH]c3ccccc23)NC(=O)OC(C)(C)C)o1 | -12 | 1
Cc1cc(SCC(=O)NC2CC2)nc2ccccc12 | -13 | -6
O=C(Nc1ccc(Cl)cc1Cl)c1ccc2c(=O)n3c(nc2c1)CCC3 | 12 | 2
Cc1csc2ncc(C(=O)Nc3ccccc3Cl)c(=O)n12 | 12 | -3
Cc1ccc(C(=O)NC(C)c2ccc(F)cc2)cc1 (configuration not stated) | -26 | 3
CCN(CCCn1c(=S)[nH]c2ncccc2c1=O)c1ccccc1 | -15 | 4
COC(=O)c1ccccc1Nc1ccnc(Cl)n1 | 2 | -3
Cc1c(NC(=O)COC(=O)c2ccccc2O)c(=O)n(-c2ccccc2)n1C | 10 | 15
COC(C[C@@H]1O[C@H]1C(=O)COCc1ccccc1)OC | -6 | 5
O=C(/C=C/Nc1ccc(Nc2ccccc2)cc1)c1cccs1 | -13 | 2
COC(=O)C1=C(C)N(CC2CC2)C(=NCc2cccc(C(F)(F)F)c2)N[C@H]1c1ccccc1 | 3 | 18

Quoted at random: two entries already listed, in no set order.
canonical_smiles | H9c2 TAG inh | H9c2 TAG inh DAPI viability
COC(C[C@@H]1O[C@H]1C(=O)COCc1ccccc1)OC | -6 | 5
Cc1ccc(C(=O)NC(C)c2ccc(F)cc2)cc1 (configuration not stated) | -26 | 3

Next structures follow:
canonical_smiles | H9c2 TAG inh | H9c2 TAG inh DAPI viability
Cc1cc(CSC(=N)N)c(CSC(=N)N)cc1C | 1 | 7
CC(C)n1cnnc1SCC(=O)Nc1ccc(Br)cc1F | -16 | 11
CCn1nnnc1SCC(=O)Nc1cc(OC)cc(OC)c1 | -5 | 6
Cc1cccc(C)c1OCC(=O)Nc1ccccc1C(=O)N1CCOCC1 | -2 | 0
COc1ccc(-n2c(SCC(=O)N3CCc4ccccc43)nnc2-c2c[nH]c3ccccc23)cc1 | -9 | 4
O=C(Nc1ccccc1C(F)(F)F)c1ccccc1Br | -5 | -1
O=C(Cn1c(O)c(/C=C2\C=Nc3ccccc32)sc1=O)N1CCOCC1 | 0 | -4
O=C(c1cccc(Cl)c1)N1CCN(C2CCCCCC2)CC1 | 4 | 6
COc1ccc2cc(C3NC(=O)c4ccccc4N3)c(Cl)nc2c1 (configuration not stated) | 5 | 2
C[C@@H]1CCCCO[C@@H](CN(C)Cc2ccc3c(c2)OCO3)[C@@H](C)CN([C@H](C)CO)C(=O)c2cc(NS(=O)(=O)c3ccccc3)ccc2O1 | 26 | 0
O=C1COCCOCCOCCOCC(=O)NCCN1 | 4 | -1
Cc1[nH]c2ccccc2c1C(C[N+](=O)[O-])c1ccco1 (configuration not stated) | 2 | 1

A portion of the library, so the mix of outcomes need not match the whole.
